# Screening data (PubChem BioAssay)
# D1 antagonist: human D1 dopamine receptor antagonism; activity change, negative = inhibition, % at 10 µM; HEK293 TREx D1 cells, calcium flux, dopamine EC80; hits give low values; P21728; 360,000 compounds, 3.2% hits; in the data active = activity change below about -30%; note: % is set by controls: 0 for no effect and ±100 for the full control effect
#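 Cells carrying a force-coupled, tetracycline-inducible human D1 receptor report calcium flux. Each well gets a 10 s baseline, compound with 180 s monitoring, then an EC80 dopamine stimulus with a second 180 s kinetic read.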
# D1 potentiator: human D1 dopamine receptor positive modulation; P21728; HEK293 TREx D1 cells, calcium flux, dopamine EC20 potentiation; potentiation, % at 10 µM; 360,000 compounds, 0.036% hits; AID 504651; in the data active = potentiation above about 30%; note: 0% is about no effect
# D1 agonist: activates the human D1 dopamine receptor; P21728; HEK293 T-REx D1 cells, calcium flux, agonist mode; activation, % at 2 µM; 360,000 compounds, 1% hits; in the data active = activation above about 30%; note: 0% is about no effect
#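 Agonism was scored from calcium flux recorded over 180 s (1 read/s) after pintool compound addition, following a 10-cycle baseline. Cells were inducible force-coupled HEK293 TREx D1, plated overnight at 30 C and loaded with no-wash calcium dye.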
# RXFP1 antagonist: antagonists of human relaxin receptor RXFP1; activity change, negative = inhibition, % at 57.5 µM; AID 1259400; Q9HBX9; 350,000 compounds, 0.59% hits; HEK293-RXFP1, relaxin-stimulated cAMP HTRF, 30 min; hits give low values;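 active = activity change of -60% or lower, but not beyond a set lower limit; inconclusive = change between -60% and -40%, or beyond the set limit; inactive = change above -40%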; note: % is set by controls: 0 for no effect and ±100 for the full control effect
# RXFP1 agonist: activates the human relaxin receptor RXFP1. Q9HBX9. HEK293T-RXFP1 cAMP TR-FRET, 30 min; response scale: percent of porcine relaxin response, buffer zero. Potency, µM (doses to about 57.5 µM), for inactives: top-dose activation, most hits filed as activators. 370,000 compounds, 0.3% hits; note: potency is the fitted concentration of half-maximal effect; % is set by controls: 0 for no effect and ±100 for the full control effect; nearly all actives have a fitted effect of over 60% in size; many of its hits are not listed in these tables
#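 cAMP rise read by TR-FRET after 30 min, 37C compound exposure (up to 58 uM) in RXFP1-transfected HEK293 cells with Ro 20174 present. EC50 from Hill-equation fits, with 29 nM porcine relaxin as 100% and buffer as basal.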
# TRHR PAM: TRH receptor (human) allosteric enhancement | P34981 | TRHR cells, fluo-8 calcium fluorescence, EC20 TRH enhancement | enhancement, % at 2 µM | 360,000 compounds, 0.66% hits; in the data active = enhancement above about 30%; note: 0% is about no effect
# Target sequence (P34981 whole entry, looked up): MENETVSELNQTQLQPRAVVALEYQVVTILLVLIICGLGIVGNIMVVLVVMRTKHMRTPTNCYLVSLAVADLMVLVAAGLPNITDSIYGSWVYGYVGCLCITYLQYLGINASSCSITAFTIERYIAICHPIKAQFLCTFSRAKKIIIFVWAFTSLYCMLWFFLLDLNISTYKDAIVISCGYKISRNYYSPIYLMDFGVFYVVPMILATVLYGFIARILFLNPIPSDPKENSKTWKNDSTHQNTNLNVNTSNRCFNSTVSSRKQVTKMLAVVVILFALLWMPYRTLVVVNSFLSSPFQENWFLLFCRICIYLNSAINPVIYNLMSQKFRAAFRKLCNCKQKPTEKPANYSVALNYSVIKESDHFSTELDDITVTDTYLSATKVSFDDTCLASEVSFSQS
#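 Enhancer read-out: after compound pinning and an initial kinetic agonist-mode read, an EC20 of TRH (10 nM final) was injected and fluo-8 calcium signal (Ex 480/Em 530) followed at 1 s/cycle for 100 cycles in TRHR-expressing cells.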
# TRHR agonist: TRH receptor (human) agonism. P34981. TRHR cells, calcium flux fluo-8, FDSS agonist mode. activation, % at 2 µM. 360,000 compounds, 0.18% hits. AID 493084; in the data active = activation above about 30%; note: 0% is about no effect
#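 Agonist-mode FDSS calcium read (Ex 480/Em 530, 1 s cycles) in 1536-well TRHR cells with fluo-8 dye, after 10-cycle baseline and 23 nL compound addition; TRH at EC20 (10 nM final) added afterwards for the enhancer phase.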
# D2 PAM: positively modulates the human D2 dopamine receptor allosterically. P14416. HEK293 T-REx D2, calcium flux, EC20 dopamine potentiation. potentiation, % at 10 µM. 340,000 compounds, 0.34% hits. AID 485347;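 active = potentiation over 3 SD above the plate norm, cut at about 30% in these data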; note: 0% is about no effect
# Target sequence (P14416 whole entry, looked up): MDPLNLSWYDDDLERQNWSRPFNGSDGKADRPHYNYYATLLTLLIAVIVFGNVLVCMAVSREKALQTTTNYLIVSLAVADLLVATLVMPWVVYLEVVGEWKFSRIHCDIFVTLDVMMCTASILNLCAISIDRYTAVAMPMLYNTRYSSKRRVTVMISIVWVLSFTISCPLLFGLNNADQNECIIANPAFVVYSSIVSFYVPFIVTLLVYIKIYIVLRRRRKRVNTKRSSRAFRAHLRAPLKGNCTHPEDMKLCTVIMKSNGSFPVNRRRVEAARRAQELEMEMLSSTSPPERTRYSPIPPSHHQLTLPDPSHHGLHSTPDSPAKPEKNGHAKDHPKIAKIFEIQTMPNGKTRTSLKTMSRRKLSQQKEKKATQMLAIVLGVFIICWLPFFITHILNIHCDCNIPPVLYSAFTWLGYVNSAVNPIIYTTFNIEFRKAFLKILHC
#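 Potentiation of an EC20 dopamine calcium response is measured in a force-coupled, tetracycline-inducible Hek293 Trex D2 line. Compound-only kinetic reads over 180 s flag agonists before dopamine addition.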
# Apoferritin bind: binds horse apoferritin like a general anesthetic; P02791; apoferritin/1-aminoanthracene competitive binding, fluorescence; Potency, µM (highest dose often 77.5 µM), without a hit: at the top dose activity change, negative = displacement, hits mostly inhibitors; 350,000 compounds, 0.074% hits; note: potency is the fitted concentration of half-maximal effect; % is set by controls: 0 for no effect and ±100 for the full control effect; nearly all actives have a fitted effect of over 20% in size
# Target sequence (P02791 2-175 limits assumed): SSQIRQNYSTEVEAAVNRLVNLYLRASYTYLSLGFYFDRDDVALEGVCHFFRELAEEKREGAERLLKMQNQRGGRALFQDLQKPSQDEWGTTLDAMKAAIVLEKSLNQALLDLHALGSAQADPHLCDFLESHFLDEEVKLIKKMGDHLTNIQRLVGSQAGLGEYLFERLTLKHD
#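 In PBS, apoferritin at 10 uM is loaded with 1-AMA from a 50% saturated solution. After 10 min of compound exposure at ambient temperature, reduced 535 nm fluorescence indicates probe displacement.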
# Active calls of the source: *; ? = inconclusive; / = no result given. Unless noted, calls come from the whole dose curve; as a rule, active = well fitted curve in the direction sought with a large enough effect; inconclusive = small, poorly fitted or top-dose-only effect, or another doubt; inactive = no such curve, though single readings can be large; an effect the other way counts as inactive or inconclusive. These rows are one share of the data; the hit share may differ from the screen's.
RXFP1 agonist,D1 agonist,TRHR agonist,D1 potentiator,TRHR PAM,D1 antagonist,RXFP1 antagonist,Apoferritin bind,D2 PAM,mol
1.0%,2.5,-0.3,-1.2,12.0,-16.5,-9.1,-2.6%,12.0,COc1ccccc1NC(=O)CSC1=Nc2ccccc2C2=NC(CC(=O)NCc3ccccc3)C(=O)N12 (stereo unspecified)
-1.7%,0.2,0.5,-0.5,-4.7,-1.4,1.3,-1.1%,-0.8,CCC(=O)Nc1cccc2ccccc12
-1.8%,7.7,-0.1,-2.2,13.3,7.9,8.8,-14.1%,16.9,O=C(CN1CCN(C(=O)C2CCCO2)CC1)Nc1cc(C(F)(F)F)ccc1Cl (stereo unspecified)
0.2%,1.2,0.4,2.0,-2.0,-21.0,-3.1,/,12.3,Cc1csc(=O)n1CC(=O)OCC(=O)NNC(=O)c1ccc(Cl)cc1
8.6%,-0.6,0.8,-2.8,1.5,0.3,/,0.1%,-2.0,COc1cc([N+](=O)[O-])ccc1NC(=O)c1nc2ccccc2n(C)c1=O
0.3%,3.8,-0.3,0.9,0.5,-0.9,9.1,0.1%,1.5,COC(=O)CN(c1ccc2c(c1)OCO2)S(=O)(=O)c1c(C)[nH]c(=O)[nH]c1=O
1.3%,6.7,-0.7,-5.5,-10.7,-6.9,2.7,0.3%,-3.0,Cc1ccc(C)c(OCc2ccc(C(=O)N3N=C(C(F)F)CC3(O)C(F)F)o2)c1 (stereo unspecified)
-0.4%,-4.5,0.1,-2.8,-0.5,-9.7,-16.7,-20.8%,15.3,COc1cc(/C=N/Nc2cccc(C)c2)cc(Br)c1O
-5.6%,2.3,-0.2,-4.5,-3.1,-15.7,-14.9,-6.1%,-2.6,CC1(C)CC(=O)C2=C(C1)Nc1ccccc1S2
3.4%,0.6,-0.1,-2.4,5.3,7.1,-18.8,-13.4%,3.1,CCOC(=O)C1=C(O)C(=O)NC(c2ccccc2)=C(OC2CCCCC2)C1
0.1%,3.3,-0.7,0.3,-20.4,-4.5,/,6.5%,-6.9,O=C(C1CCN(S(=O)(=O)c2cccc3nonc23)CC1)N1CCN(c2ccc(F)cc2)CC1
-1.9%,8.7,0.2,-2.2,-3.5,-3.5,2.7,4.8%,3.9,O=C(C1CC=CCC1)N1CCN(C(=O)C2CC=CCC2)CC1 (stereo unspecified)
0.9%,2.4,0.8,4.4,-0.2,1.9,-9.8,-11.7%,-15.2,CC1CCc2c(sc(NC(=O)C(=O)NCc3ccco3)c2C#N)C1 (stereo unspecified)
0.2%,13.0,-0.2,-5.1,14.8,1.9,-24.3,0.1%,-5.4,O=C1C=C(O)CC(c2ccc(Cl)c(Cl)c2)C1 (stereo unspecified)
1.8%,3.1,0.2,-4.0,-1.2,-19.0,/,/,/,NC(=O)c1ccccc1-c1noc(-c2ccccc2F)n1
0.1%,-0.7,-0.8,-3.1,-10.1,-0.5,/,/,/,CCOC(=O)c1nn(-c2ccccc2)c(=O)c2c(N)sc(C)c12
1.0%,1.8,0.6,-4.8,0.7,7.1,-5.6,-11.5%,14.4,COC(=O)c1ccccc1NC(=O)Nc1ccc2c(c1)OCO2
0.0%,-2.2,-0.4,-8.8,3.1,-4.5,-2.7,-12.5%,12.6,COc1ccc(C2NC(=O)NC(C)=C2[N+](=O)[O-])cc1 (stereo unspecified)
-2.2%,4.5,-1.2,-4.5,-2.6,4.2,2.8,-8.0%,6.8,COc1ccc(O)c(CN2CCC(n3nccc3NC(=O)CCOc3ccccc3)CC2)c1
-0.2%,3.5,0.2,-5.7,2.1,-7.5,4.6,-4.4%,3.2,CN1CCN(NS(=O)(=O)c2ccc(Cl)s2)CC1
4.6%,2.8,0.1,1.4,-3.2,-2.2,-1.2,-5.7%,4.5,O=C1c2ccccc2C(O)N1Cc1cccs1 (stereo unspecified)
3.3%,4.0,0.1,0.1,3.5,-2.9,/,4.6%,-1.0,CCO[C@H]1OC(C(=O)NCc2ccccc2)=C[C@@H](c2ccc(Br)cc2)[C@@H]1CCCO
-2.5%,40.4*,-1.2,-7.0,-4.3,-20.6,/,1.2%,4.3,CCn1cc(C(=O)NC2CCCc3c2cnn3-c2cccc(C)c2C)cn1 (stereo unspecified)
-0.3%,1.0,0.5,7.7,-0.1,1.3,-0.6,-12.8%,-8.9,Cc1cc(NC(=O)CCC(=O)N(c2ccc(F)cc2)C(C(=O)NC2CCCC2)c2ccncc2)no1 (stereo unspecified)
1.8%,0.6,0.8,-2.1,-1.5,-8.7,2.5,5.6%,29.4,COc1ccc(OC)c(N2C(=O)CC(Cc3ccc(Cl)cc3)C2=O)c1 (stereo unspecified)
2.2%,1.8,-0.1,-19.6,4.2,-30.5*,7.4,-0.1%,-10.8,COc1ccc(C2(O)CCN(CC(=O)Nc3nccs3)CC2)c(OC)c1
0.5%,1.2,0.6,-4.6,1.8,14.9,-22.1,?,-2.4,COc1cccc(-c2nc(-c3ccccc3)nc(N3CCN(C)CC3)c2C#N)c1
27.9%,-2.4,1.5,0.2,4.6,/,4.0,-13.3%,24.2,Cn1c(=O)c2ncn(CC(=O)Nc3ccc(N4CCOCC4)cc3)c2n(C)c1=O
-2.1%,2.2,-0.5,-5.3,2.0,24.6,2.8,-8.5%,14.9,Cc1ccc(C(=O)Nc2ccc(O)cc2C(=O)O)cc1C
2.0%,1.4,0.0,0.4,3.3,-7.3,8.4,-18.7%,-6.0,CCOC(=O)CC(C#N)c1cn(C)c2ccccc12 (stereo unspecified)
0.8%,1.4,0.4,-2.8,13.3,3.8,26.9,-14.4%,9.3,COc1cc(C)ccc1OCCCON1C(=O)CCC1=O
-0.5%,11.2,-0.1,-4.5,-1.8,-7.0,-0.8,-14.1%,3.6,O=C(NCc1cccnc1)C1CC(c2cccc(Br)c2)=NO1 (stereo unspecified)
-1.1%,0.0,-0.2,-4.0,-1.9,-22.0,-3.7,1.4%,/,CCNc1oc(/C=C/c2ccc(OCC)cc2)nc1C#N
3.2%,0.9,-0.1,-0.9,-9.2,-2.1,1.5,/,-13.1,CN(C(=O)CSc1ncnc2ccccc12)C1CCCCC1
1.6%,0.8,4.6,-2.1,11.4,-17.9,-15.7,?,-14.0,CSc1nc(C(=O)N2CCCC(N3CCN(c4ccccc4C)CC3)C2)cs1 (stereo unspecified)
-0.1%,-0.1,0.1,5.8,-0.5,6.9,1.7,-5.4%,/,C=CCN(C(=O)c1csnn1)C(C(=O)NC1CCCC1)c1cccs1 (stereo unspecified)
4.0%,1.0,0.4,2.5,-2.9,6.6,2.3,-8.8%,15.5,O=C1CSC(=Nc2ccc(O)cc2)N1c1ccc(O)cc1
2.2%,2.4,0.4,-0.8,0.4,-5.0,4.4,-7.1%,1.1,O=C(Cc1ccc(NC2=NC3CS(=O)(=O)CC3S2)cc1)NCc1ccccc1 (stereo unspecified)
5.1%,5.3,-0.2,-5.6,-0.6,-5.6,3.3,-18.9%,-4.1,O=S(=O)(c1cc(Cl)c(Cl)cc1Cl)N1CCN2CCCC2C1 (stereo unspecified)
0.2%,2.6,-0.8,-0.4,-1.2,-8.4,14.0,-7.9%,2.6,CC(C)C(NS(=O)(=O)c1cccs1)C(=O)NCc1ccccc1 (stereo unspecified)
0.1%,2.3,2.8,0.8,-8.8,-25.2,-8.4,?,-12.4,O/N=C/c1cc(Br)ccc1OCc1cccc(F)c1
0.1%,1.7,-0.3,-0.3,-17.6,-8.3,4.4,-2.2%,-5.2,CCn1c(=S)sc2c(=O)n(CC(=O)NC(C)CCc3ccccc3)c(C)nc21 (stereo unspecified)
0.0%,13.1,-0.4,0.8,3.9,-4.0,-5.1,4.3%,17.2,O=C(COC(=O)C1CCN(S(=O)(=O)c2cccs2)CC1)NCc1ccc(F)cc1
0.4%,0.9,-0.2,-8.8,10.8,-11.9,10.2,-16.7%,-12.0,Cc1cc(C)n(/N=C/c2c[nH]c3ccccc23)c(=O)c1
-1.1%,6.3,0.0,-2.5,0.5,-13.4,1.2,/,0.1,CC(C)(C)c1ccc(C(=O)OCC(=O)NC2CC2)cc1
1.3%,8.5,0.2,-2.6,4.4,26.7,7.7,0.1%,10.2,COc1ccc(S(=O)(=O)Nc2cccnc2)cc1OC
2.3%,1.9,0.3,3.9,4.8,9.0,/,-17.8%,3.4,Cc1ccc2c(c1)-c1onc(C(=O)N3CCN(c4cc(C)ccc4C)CC3)c1CO2
0.5%,1.8,0.6,0.3,13.6,1.5,-97.7*,-17.2%,6.8,CCC(=O)NC(c1ccc(Cl)cc1Cl)c1ccc2cccnc2c1O (stereo unspecified)

# Reformatted: entries from further up.
Molecule	RXFP1 agonist	D1 agonist	TRHR agonist	D1 potentiator	TRHR PAM	D1 antagonist	RXFP1 antagonist	Apoferritin bind	D2 PAM
CCO[C@H]1OC(C(=O)NCc2ccccc2)=C[C@@H](c2ccc(Br)cc2)[C@@H]1CCCO	3.3%	4.0	0.1	0.1	3.5	-2.9	/	4.6%	-1.0
CN(C(=O)CSc1ncnc2ccccc12)C1CCCCC1	3.2%	0.9	-0.1	-0.9	-9.2	-2.1	1.5	/	-13.1
COc1ccc(C2NC(=O)NC(C)=C2[N+](=O)[O-])cc1 (stereo unspecified)	0.0%	-2.2	-0.4	-8.8	3.1	-4.5	-2.7	-12.5%	12.6

# Continued:
RXFP1 agonist,D1 agonist,TRHR agonist,D1 potentiator,TRHR PAM,D1 antagonist,RXFP1 antagonist,Apoferritin bind,D2 PAM,mol
0.2%,7.3,0.3,-2.5,0.6,1.7,32.5,-2.7%,-2.8,COc1ccc(NC(=O)/C=C/C(=O)O)cc1Cl
1.2%,2.7,0.4,-0.8,38.0*,2.8,3.7,-3.3%,-3.8,Cc1nnc(SCC(=O)N2CCN(c3ccccc3)CC2)n(N)c1=O
-1.1%,2.2,0.2,-6.5,2.4,3.4,21.5,-5.5%,-3.5,Cc1ccccc1S(=O)(=O)Cc1ccc(C(=O)NCCCN2CCCC2)o1
5.3%,2.6,0.1,0.8,0.7,17.8,/,-5.1%,-6.4,O=C(CCS(=O)(=O)c1cc2c3c(c1)CCN3C(=O)CC2)Nc1cccc(Br)c1
-1.0%,5.4,-0.2,3.0,2.8,-1.1,-0.4,-18.3%,14.4,CCC(NC(=O)c1cc(COc2c(F)cccc2F)on1)c1ccncc1 (stereo unspecified)
-0.6%,3.4,0.8,-1.4,-2.4,-3.7,4.9,13.0%,2.8,O=C(NCCCNC(=O)c1ccccn1)c1ccccn1

# D1 antagonist: hit marks shown above.
RXFP1 agonist,D1 agonist,TRHR agonist,D1 potentiator,TRHR PAM,D1 antagonist,RXFP1 antagonist,Apoferritin bind,D2 PAM,mol
2.2%,1.8,-0.1,-19.6,4.2,-30.5*,7.4,-0.1%,-10.8,COc1ccc(C2(O)CCN(CC(=O)Nc3nccs3)CC2)c(OC)c1
